Source: PubChem BioAssay (Sanford-Burnham Center for Chemical Genomics)
APJ antagonist – antagonists of human apelin receptor APJ, primary screen, CHO-K1 cells, beta-arrestin complementation, luminescence; P35414; inhibition, % at 20 µM; 0.32% of 330,000 active;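 active = inhibition above about 40% at 20 µM, limit read from the data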;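 note: cells challenged with 10 nM apelin-13 agonist together with compound; plate controls were apelin-13 plus DMSO wells for no effect and DMSO wells lacking apelin-13 for full effect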
Target sequence (P35414 whole entry, looked up): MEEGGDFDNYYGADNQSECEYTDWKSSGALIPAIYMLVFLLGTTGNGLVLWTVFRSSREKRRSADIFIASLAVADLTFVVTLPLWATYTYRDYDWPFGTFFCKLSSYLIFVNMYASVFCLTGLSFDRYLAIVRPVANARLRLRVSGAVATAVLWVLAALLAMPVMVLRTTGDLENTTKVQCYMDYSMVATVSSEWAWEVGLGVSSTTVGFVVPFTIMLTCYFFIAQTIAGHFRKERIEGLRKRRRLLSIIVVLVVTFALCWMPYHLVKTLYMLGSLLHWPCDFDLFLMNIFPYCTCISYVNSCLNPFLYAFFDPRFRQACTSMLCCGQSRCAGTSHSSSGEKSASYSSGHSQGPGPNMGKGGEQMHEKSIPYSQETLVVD
ATG4B inh – ATG4B protease inhibitors, primary screen, biochemical, fluorescence, uHTS; ATG4B cleavage of LC3-PLA2, NBD-HPC fluorescence, 1 h; AID 504462, 2011; Cysteine protease ATG4B (Homo sapiens), Q9Y4P1; inhibition, % at 8.33 µM; 0.51% of 340,000 active; in the data active = inhibition above about 40%
APJ agonist – agonists of human apelin receptor APJ, primary screen, CHO-K1 cells, PathHunter beta-arrestin, luminescence; P35414; 0% DMSO wells, 100% apelin; activation, % at 20 µM; 0.11% of 330,000 active; AID 2520, 2010;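 active = activation more than six SD over the plate average, tested at 20 µM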;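 note: 0% = DMSO alone and 100% = apelin-13 at 10 nM; some results filed as inactive read as strong as hits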
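Material: engineered CHO-K1 APJ arrestin reporter cells; amount: 1000 CHO-K1 reporter cells seeded per well; incubation: compound stimulation 90 min at 25 °C, detection 60 min; signal: luminescent beta-gal fragment complementation, chemiluminescent substrate; read-out basis: APJ agonist activity; controls: DMSO-only wells as negative, 10 nM Apelin-13 as positive control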
EBI2 antag – EBI2 receptor antagonists, beta-arrestin recruitment, primary screen, cell-based, luminescence, 7a,25-OHC stimulation, uHTS; inhibition, % at 5 µM; 7a,25-OHC stimulated; 0.81% of 360,000 active; G-protein coupled receptor 183 (Homo sapiens), P32249; in the data active = inhibition above about 38%;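 note: enzyme fragment complementation signal reports receptor beta-arrestin coupling in cells; 0% = agonist plus DMSO wells and 100% = wells without agonist; some results beyond the cut were filed as inactive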
Target sequence (P32249 whole entry, looked up, the tested form may be a part): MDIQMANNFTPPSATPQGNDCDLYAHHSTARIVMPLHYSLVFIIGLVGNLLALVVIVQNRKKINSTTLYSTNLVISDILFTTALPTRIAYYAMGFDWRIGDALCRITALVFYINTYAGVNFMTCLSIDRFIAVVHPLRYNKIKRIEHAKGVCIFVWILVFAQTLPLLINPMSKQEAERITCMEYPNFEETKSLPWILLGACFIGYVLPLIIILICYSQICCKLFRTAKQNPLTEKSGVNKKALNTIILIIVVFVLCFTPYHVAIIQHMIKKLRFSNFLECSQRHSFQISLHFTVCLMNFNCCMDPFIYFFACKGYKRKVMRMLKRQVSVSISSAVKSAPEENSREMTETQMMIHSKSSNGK
UBC13 inh – UBC13 polyubiquitin chain formation inhibitors, primary screen, biochemical, TR-FRET, uHTS. inhibition, % at 20 µM. 0.47% of 330,000 active. Ubiquitin-conjugating enzyme E2 N (Homo sapiens), P61088; in the data active = inhibition above about 45%, passing the limit was not always enough
Target sequence (P61088 whole entry, looked up): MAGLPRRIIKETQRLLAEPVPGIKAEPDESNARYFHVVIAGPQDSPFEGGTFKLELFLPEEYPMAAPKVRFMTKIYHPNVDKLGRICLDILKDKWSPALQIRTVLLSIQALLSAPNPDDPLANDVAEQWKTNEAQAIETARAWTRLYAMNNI
CXCR6 inh – CXCR6 receptor inhibitors, primary screen, cell-based, beta-arrestin, luminescence, CHO-K1 PathHunter, 1536-well; inhibition, % at 20 µM; 0.36% of 360,000 active; in the data active = inhibition above about 34%, passing the limit was not always enough;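 note: antagonist mode with CXCL16 agonist at 10 nM final; 0% = 10 nM CXCL16 with DMSO and 100% = unstimulated wells without agonist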
Gli-Sufu block – Gli-Sufu pathway antagonists, primary screen, luciferase luminescence, Sufu-KO-LIGHT cells, uHTS. 0.74% of 340,000 active. AID 588413, 2011. inhibition, % at 5 µM. Sufu-KO-LIGHT fibroblasts, Gli luciferase reporter luminescence;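 active = inhibition above about 55%, limit read from the data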;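 note: 0% = DMSO-treated cells and 100% = wells with medium but no cells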
CCR6 antagonist – CCR6 receptor antagonists, primary screen, cell-based, CHO-K1, luminescence, beta-arrestin, uHTS. CHO-K1 CCR6 PathHunter beta-arrestin, CCL20-stimulated. AID 493098, 2011. inhibition, % at 20 µM. 0.49% of 340,000 active;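 active = compounds whose inhibition of the agonist-driven luminescence signal at 20 µM reaches about 50%, limit read from the data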;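 note: cells stimulated with CCL20 at 14 nM final; plate controls were DMSO with CCL20 for no effect and DMSO without agonist for full effect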
Active calls of the source: *; nt = no result given.

Values run as follows: APJ antagonist	ATG4B inh	APJ agonist	EBI2 antag	UBC13 inh	CXCR6 inh	Gli-Sufu block	CCR6 antagonist
> O=C(CCS(=O)(=O)c1ccccc1)Nc1nc2c(s1)CCCC2
 : 10	-14	2	1	9	-1	-15	14
> NC(=O)CCCSc1nc2ccccc2[nH]1
 : 18	4	-2	-7	8	-2	-3	7
> COc1ccc(Br)cc1CNc1ccccc1
 : 7	16	-3	3	-7	8	24	13
> COc1ccc(Cn2nnnc2C(c2cccs2)N2CCOCC2)cc1 (centres undefined)
 : 11	0	-1	-4	6	3	-11	2
> CCC1(c2ccccc2)NC(=S)N(c2cccc(C)c2C)N1 (centres undefined)
 : 1	5	-1	-9	4	-12	5	-3
> O=C(Nc1cc(Cl)ccc1N1CCOCC1)c1cnccn1
 : 0	0	1	4	4	7	2	7
> O=C1OCCC1Sc1nnc(-c2ccc(Cl)cc2)n1Cc1ccccc1 (centres undefined)
 : -24	7	-4	3	-1	-5	3	7
> CCC(=O)Nc1ccc2c(c1)C(=O)N(C1CCCCC1)C2=O
 : -3	7	-4	-2	15	1	-42	8
> CCOC(=O)c1ccc(NC(=O)CSc2nc3c(c(=O)n2CC)SC(C)C3)cc1 (centres undefined)
 : 13	-7	-2	6	10	-3	13	18
> NS(=O)(=O)c1cccc(NC(=O)COC(=O)CCSc2ccccc2)c1
 : 10	-5	3	-7	-2	-7	0	8
> N#Cc1cccc(S(=O)(=O)N2CCN(c3ccnc4cc(Cl)ccc34)CC2)c1
 : -2	-18	9	9	6	-12	40	9
> O=C(CCS(=O)(=O)c1ccccc1)Nc1nc2ccc(F)cc2s1
 : 1	-1	6	-3	-1	-2	-7	-4
> CCN1CCN(C(CC(C)C)c2nnnn2CS(=O)(=O)c2ccc(C)cc2)CC1 (centres undefined)
 : -9	3	-3	-17	6	-1	14	1
> Cc1ccc2oc3ccccc3c(=O)c2c1
 : nt	-1	nt	7	nt	4	-19	8
> O=C(O)Cc1ccc2ocnc2c1
 : -9	-4	2	-4	-6	-4	7	7
> C[C@H](CO)N1C[C@H](C)[C@@H](CN(C)C(=O)Nc2ccccc2)Oc2ccc(NC(=O)Nc3ccc(C(F)(F)F)cc3)cc2C1=O
 : -11	-29	0	-10	5	-4	-5	14
> Cc1cccc(C(=O)NNC(=O)c2ccc(NC(=O)C(C)(C)C)cc2)c1
 : -9	3	1	-5	0	18	6	-15
> CCCOc1nc(N)c(C#N)c(-c2ccccc2F)c1C#N
 : nt	-1	nt	4	nt	5	14	17
> Cc1noc(C)c1NC(=O)N(C)C[C@H]1Oc2ccc(NC(=O)Cc3ccccc3)cc2C(=O)N([C@H](C)CO)C[C@@H]1C
 : 2	0	-3	3	8	-3	1	-5
> CCOC(=O)C1=C(C)N(c2ccccc2)C(=O)/C1=C\c1cccs1
 : 2	25	-2	-11	6	7	3	25

A draw from above in order of molar mass, smallest number first.
Values run as follows: APJ antagonist	ATG4B inh	APJ agonist	EBI2 antag	UBC13 inh	CXCR6 inh	Gli-Sufu block	CCR6 antagonist
> O=C(O)Cc1ccc2ocnc2c1
 : -9	-4	2	-4	-6	-4	7	7
> CCCOc1nc(N)c(C#N)c(-c2ccccc2F)c1C#N
 : nt	-1	nt	4	nt	5	14	17
> CCC(=O)Nc1ccc2c(c1)C(=O)N(C1CCCCC1)C2=O
 : -3	7	-4	-2	15	1	-42	8
> CCC1(c2ccccc2)NC(=S)N(c2cccc(C)c2C)N1 (centres undefined)
 : 1	5	-1	-9	4	-12	5	-3
> O=C(Nc1cc(Cl)ccc1N1CCOCC1)c1cnccn1
 : 0	0	1	4	4	7	2	7
> CCOC(=O)C1=C(C)N(c2ccccc2)C(=O)/C1=C\c1cccs1
 : 2	25	-2	-11	6	7	3	25
> O=C(CCS(=O)(=O)c1ccccc1)Nc1nc2c(s1)CCCC2
 : 10	-14	2	1	9	-1	-15	14
> COc1ccc(Cn2nnnc2C(c2cccs2)N2CCOCC2)cc1 (centres undefined)
 : 11	0	-1	-4	6	3	-11	2
> NS(=O)(=O)c1cccc(NC(=O)COC(=O)CCSc2ccccc2)c1
 : 10	-5	3	-7	-2	-7	0	8
> CCOC(=O)c1ccc(NC(=O)CSc2nc3c(c(=O)n2CC)SC(C)C3)cc1 (centres undefined)
 : 13	-7	-2	6	10	-3	13	18
> Cc1noc(C)c1NC(=O)N(C)C[C@H]1Oc2ccc(NC(=O)Cc3ccccc3)cc2C(=O)N([C@H](C)CO)C[C@@H]1C
 : 2	0	-3	3	8	-3	1	-5

Continued.
Values run as follows: APJ antagonist	ATG4B inh	APJ agonist	EBI2 antag	UBC13 inh	CXCR6 inh	Gli-Sufu block	CCR6 antagonist
> Cc1ccccc1CN1CCN(S(=O)(=O)c2ccc(Cl)s2)CC1
 : -6	3	5	-3	-5	-3	3	36
> O=C(OCc1ccc(Br)cc1)c1cnc(Cl)c(Cl)c1
 : 1	7	3	3	2	1	47	7
> CN1/C(=C/C(=O)CSc2ccccc2C(=O)O)C(C)(C)c2ccccc21
 : 17	0	-2	-12	15	-2	34	3
> CCC(=O)c1ccc(OC(=O)Cc2ccc(OC)cc2)cc1
 : -14	4	-3	-3	-3	-2	0	-3
> O=C(Nc1ccc(Br)cc1)C1CCCN(C2=NS(=O)(=O)c3ccccc32)C1 (centres undefined)
 : 5	-5	-1	-7	5	8	2	6
> CCCN(CC1CCCO1)C(=O)CCc1nnc(-c2cc(C)on2)o1 (centres undefined)
 : -23	-1	-1	-2	-6	-4	-9	2
> CC1=CC2=NC(=O)CC(C)(C(=O)N(CC(=O)NC3CCCC3)c3ccccc3C)N2C=C1 (centres undefined)
 : 2	4	-2	-4	12	-1	7	5
> Cc1cccc(NC(=O)c2ccc(Cl)nc2)n1
 : -14	-5	-7	5	-3	2	-12	-1
> O=C(NCc1ccc(F)cc1)C1CCCN(C(=O)NCc2ccccc2)C1 (centres undefined)
 : 2	-4	0	15	-4	1	11	12
> Cc1cc(NC(=O)CN(C)S(=O)(=O)c2cccc(Cl)c2)no1
 : 5	-7	-2	-9	12	-8	-2	2
> Cc1oc2c(c1C(=O)NCc1cccnc1)C(=O)c1ccccc1C2=O
 : -131	-8	4	nt	-147	nt	80*	21
> COCCCn1c(C(=O)N2CC(C)OC(C)C2)cc2c(=O)n3cccc(C)c3nc21 (centres undefined)
 : 5	-4	1	-4	9	-12	45	3
> Cc1cc(C)nc(NNC2=CC(=O)CC(C)(C)C2)n1
 : 0	6	-3	1	-14	-4	16	12
> CC12CCC(=O)C=C1CCC1C2C(O)CC2(C)C1CCC21OCC1=O (centres undefined)
 : nt	-2	nt	-2	nt	5	8	-3
> COc1cc(C(=O)N(C)C2CCCCC2)ccc1OC1CCN(C(C)=O)CC1
 : 9	-6	-1	-3	-8	4	-3	9
> NC(=O)CN1C(=O)C(=O)N(Cc2cccc(C(F)(F)F)c2)C1=O
 : -2	8	-3	4	-11	-12	3	3
> O=C(COc1ccc(Cl)cc1[N+](=O)[O-])NC1CCCCC1
 : -2	1	-1	-13	-3	-8	-83	4
> COc1ccc(CC2(CO)CCN(Cc3cnn(-c4ccccc4OC)c3)CC2)cc1
 : 12	-14	-1	1	-4	-3	14	7
> O=C1CN(C(=O)CSc2ccc(-c3ccc(F)cc3)nn2)c2ccccc2N1
 : -13	-12	0	-1	9	-11	-25	-9
> COc1ccc2c(c1)C(C)(CCN)C(=O)N2C (centres undefined)
 : 1	6	-2	-16	4	-5	0	0
> Cc1nc2ccc(NS(=O)(=O)c3ccccc3F)cc2s1
 : -5	-6	-3	-2	-12	-12	-8	1
> CC(NC(=O)COc1ccccc1)C(=O)OCC(=O)c1cc2ccccc2o1 (centres undefined)
 : 55*	5	-20	13	-8	44*	12	89*
> NS(=O)(=O)c1cccnc1Nc1ccc(Cl)c(Cl)c1
 : 7	-4	1	-6	3	-11	0	-13
> Cc1ccc(-c2cc(C(=O)NCCCN3CCOCC3)c3ccccc3n2)cc1
 : -6	-2	4	-2	12	6	2	0
> COc1ccc(C2(CNC(=O)Cc3ccc(OC)c(OC)c3)CCOCC2)cc1
 : -11	3	-3	3	0	-5	9	-3
> Cc1cc2ncc(C(=O)N=CN(C)C)cn2n1
 : 5	-5	-3	-2	9	-1	-10	9
> O=C(O)c1ccccc1Sc1ncnc2sccc12
 : -4	-3	-5	-12	17	-6	3	-3
> COc1ccc(CNC(=O)CNC(=O)[C@@H]2Cc3ccccc3CN2)cc1
 : 17	3	0	5	0	-4	18	4
> CCCS(=O)(=O)N1CCN(Cc2ccccc2[N+](=O)[O-])CC1
 : -25	1	-3	-8	1	-5	3	-10
> Cc1coc2c(C)c3oc(=O)c4c(c3cc12)CCCC4
 : -1	-5	-6	-31	5	-10	4	12
> COc1cc(C(=S)N2CCOCC2)ccc1OC(=O)c1ccc([N+](=O)[O-])cc1[N+](=O)[O-]
 : -9	-5	13	3	0	-22	5	-11
> CSc1ccc(CN(C)CC(=O)Nc2ccccc2Br)cc1
 : -9	5	-3	7	-7	-9	5	1
> COCCNC(=S)N=Nc1c(O)[nH]c2ccc([N+](=O)[O-])cc12
 : 12	-10	-4	5	89*	6	11	14
> O=c1c(-c2ccc3c(c2)OCCO3)coc2cc(OC3OC(CO)C(O)C(O)C3O)ccc12 (centres undefined)
 : 1	-4	-2	-5	10	2	-107	7
> CN(C(=O)c1cccc(NC(=O)Cc2ccc(NC(=O)C3CCN(C(=O)C4CCCC4)CC3)cc2)c1)C1CCC1
 : nt	-10	nt	-6	nt	-3	-35	7
> OCC[C@@H]1C[C@@H](O)[C@H](O)[C@@]2(Cc3ccccc3O2)O1
 : -15	-2	-2	0	0	0	-6	-8

Just CXCR6 inh, Gli-Sufu block and UBC13 inh, for two of the compounds above:
smiles,CXCR6 inh,Gli-Sufu block,UBC13 inh
COCCNC(=S)N=Nc1c(O)[nH]c2ccc([N+](=O)[O-])cc12,6,11,89*
Cc1cc2ncc(C(=O)N=CN(C)C)cn2n1,-1,-10,9
